Screens: PubChem BioAssay, Broad Institute
SIRT5 inh = inhibitors of human sirtuin-5 desuccinylase. inhibition, % at 15 µM. 1.1% of 330,000 active. Q9NXA8. Purified SirT5, succinyl-peptide AMC, trypsin-coupled fluorescence; in the data active means inhibition above about 15%; inconclusive means no clear call, values can overlap the other calls
DENV2 CPE rescue = protects cells from dengue virus 2 cytopathic effect; AID 651640; DENV2-infected cells, cytopathic effect rescue, plate reader; 1.7% of 350,000 active; CPE inhibition, % at 9.99 µM; in the data active means CPE inhibition above about 20%, passing the limit was not always enough; inconclusive means no clear call, values can overlap the other calls; tested in BHK-21 cells;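 further: 0% = median of neutral control wells and 100% = median of positive control wells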
ERp5 block = inhibitors of human ERp5 | ERp5 insulin aggregation, absorbance 650 nm, 90 min | inhibition, % at 9.99 µM | 0.05% of 350,000 active | Q15084;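 active means mean replicate inhibition above about 25%, with every replicate also reaching it, limit read from the data, passing the limit was not always enough; inconclusive means only one of those two criteria met; inactive means neither criterion met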
F508del corr = correctors of CFTR F508del function in bronchial epithelial cells | CFBE cells, YFP halide quenching; stimulated with forskolin plus potentiator P3; % fluorescence drop versus neutral controls | activity (quench increase), % at 7.58 µM | 0.36% of 350,000 active;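 active means mean added fluorescence quench of at least 8% versus neutral control, with both replicates also reaching 8%; inconclusive means only one of the mean or replicate conditions met; inactive means mean below 8% and not both replicates reaching 8%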;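 further: cells transiently co-express mutant CFTR-F508del with the halide-sensitive YFP; corrector assay measuring rescue of mutant channel to the surface after 24 h compound exposure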
ERAP1 HTS inh = inhibitors of human ERAP1 aminopeptidase. recombinant ERAP1, Leu-AMC fluorescence, 60 min. 0.15% of 340,000 active. inhibition, % at 10.7 µM. Q9NZ08;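 active means mean replicate inhibition of at least 30%, or all replicates individually reaching that 30% level; inactive means mean below 30% and not every replicate reaching it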;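 further: 0% = neutral control wells and 100% = L-leucinethiol positive control wells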
Target sequence (Q9NZ08 whole entry, looked up): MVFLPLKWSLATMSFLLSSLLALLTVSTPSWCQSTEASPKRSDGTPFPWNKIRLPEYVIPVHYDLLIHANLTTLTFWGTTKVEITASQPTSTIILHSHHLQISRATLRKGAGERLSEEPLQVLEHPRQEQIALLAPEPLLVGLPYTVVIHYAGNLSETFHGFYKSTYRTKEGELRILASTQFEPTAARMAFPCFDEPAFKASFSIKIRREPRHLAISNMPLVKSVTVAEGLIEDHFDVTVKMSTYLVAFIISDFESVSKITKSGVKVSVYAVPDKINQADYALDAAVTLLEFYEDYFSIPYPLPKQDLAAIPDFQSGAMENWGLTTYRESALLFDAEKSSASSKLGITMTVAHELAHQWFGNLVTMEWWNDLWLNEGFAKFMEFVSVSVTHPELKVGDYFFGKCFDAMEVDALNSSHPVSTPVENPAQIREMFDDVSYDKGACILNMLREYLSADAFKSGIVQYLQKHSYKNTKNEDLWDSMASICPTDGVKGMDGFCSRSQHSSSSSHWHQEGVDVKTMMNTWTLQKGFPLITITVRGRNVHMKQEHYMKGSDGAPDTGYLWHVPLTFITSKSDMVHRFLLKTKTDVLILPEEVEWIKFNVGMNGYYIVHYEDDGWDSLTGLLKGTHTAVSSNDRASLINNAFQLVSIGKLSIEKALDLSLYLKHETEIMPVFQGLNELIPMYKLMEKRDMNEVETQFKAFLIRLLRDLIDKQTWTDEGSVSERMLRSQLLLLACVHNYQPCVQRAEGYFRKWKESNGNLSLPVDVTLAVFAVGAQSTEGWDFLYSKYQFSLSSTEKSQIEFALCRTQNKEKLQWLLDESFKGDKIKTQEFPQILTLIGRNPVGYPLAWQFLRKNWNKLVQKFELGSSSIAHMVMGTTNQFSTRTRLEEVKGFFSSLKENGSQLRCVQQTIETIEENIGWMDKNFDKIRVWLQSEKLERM
miR-122 sensor = blocks miR-122 activity in Huh7 sensor cells; Huh7 miR-122 Renilla luciferase sensor, 48 h; neutral wells = 0, positive control = 100; activation (reporter increase), % at 12.5 µM; 0.3% of 340,000 active;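 active means mean replicate activation score at least 90 and every replicate individually at or above 90; inconclusive means only one of the two criteria met; inactive means neither criterion met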;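 further: higher luciferase means less miR-122 activity so hits act as miR-122 inhibitors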
CASP6 VEID inh = inhibitors of human caspase-6. inhibition, % at 12.5 µM. purified caspase-6, Z-VEID-R110 cleavage fluorescence. 0.53% of 350,000 active. P55212;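 active means mean inhibition across replicates at least about 35%, with every replicate also reaching that limit, limit read from the data; inconclusive means only one of the two criteria met; inactive means neither criterion met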;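 further: 0% = median of neutral control wells and 100% = no fluorescence left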
* = called active by the depositor; ? = inconclusive; . = no result given; & = joins results of further samples; [ ] = dose if it differs, or a comment.

F508del corr,miR-122 sensor,SIRT5 inh,CASP6 VEID inh,ERp5 block,ERAP1 HTS inh,DENV2 CPE rescue,Compound
0.9,.,-2,-1,0,0,3,Cc1[nH][nH]c(=O)c1C(c1cc2c(cc1Br)OCO2)c1c(C)[nH][nH]c1=O
-2.3,5,-5,-1,-4,-1,-2,Cc1cnc(C(=O)OCC(=O)c2c(N)n(CC(C)C)c(=O)n(C)c2=O)cn1
0.8,3,-1,1,-4,2,-2,CCN(CC)S(=O)(=O)c1cc(C(=O)NCCN2CCOCC2)ccc1Cl
2.8,.,-5,2,1,1,12,Cc1ccc(S(=O)(=O)N[C@@H]2CC[C@@H](CCn3cc(C4(O)CCCC4)nn3)O[C@@H]2CO)cc1
0.7,-4,0,-1,3,.,-2,Cc1ccc(C(=O)NC(C)C2CC3CCC2C3)cc1 (configuration not stated)
-1.1,-2[16.7 µM],14,2,2,3,-4,C[C@H]1CN([C@@H](C)CO)C(=O)c2cc(NC(=O)Cc3ccccc3)ccc2O[C@@H]1CN(C)Cc1ccc(C(F)(F)F)cc1
.,4[16.7 µM],7,-1,-1,-1,-10,CO[C@H]1CN(C)C(=O)c2ccc(NC(=O)Nc3ccccc3)cc2OC[C@@H](C)N(C(C)=O)C[C@@H]1C
-2.5,.,-5,3,0,0,-1,CC(=O)N1CCN(C(=O)COC(=O)c2oc3ccccc3c2C)CC1
1.3,.,.,1,8,1,.,COc1ccc(-c2cccc3c2NC(=O)C3=O)cc1OC
-0.5,.,2,4,-5,6,-3,CCc1[nH]nc2c1C(c1ccc(C)o1)C(C#N)=C(N)O2 (configuration not stated)
1.4,10,-1,9,-3,0,4,COc1ccc(C(=O)CSc2nnc(CC(=O)Nc3ccccc3OC)n2C)cc1
-2.2,-17[16.7 µM],0,-1,3,2,1,C[C@@H](NC(=O)C[C@@H]1CC[C@H]2[C@H](COc3ccc(NS(=O)(=O)c4ccc(Cl)cc4)cc3C(=O)N2C)O1)c1ccccc1
0.6,0,.,0,3,3,.,O=C(Cn1nc(Cc2cccnc2)c2ccccc2c1=O)Nc1cccnc1Cl
-1.3,.,0,-3,-4,4,9,COc1ccc(OC)c(C2NC(=S)NC(C)=C2C(=O)Nc2ccccn2)c1 (configuration not stated)
3.4,-6,0,10,1,4,13,O=C(CSc1ncccn1)N/N=C/c1cccc(OC2CSC2)c1
-0.9,-4,1,20,4,-1,9,COc1cccc(/C=C2\SC(=O)N(CC(=O)NC3C=CS(=O)(=O)C3)C2=O)c1 (configuration not stated)
3.2,1,-1,-114,0,1,-7,COc1cccc(NC(=O)CN(C)C(=O)CCSc2ccc(C)cc2)c1
-3.2,.,-2,-7,3,14,1,Cc1ccnc(NS(=O)(=O)c2cc([N+](=O)[O-])ccc2C)c1
-0.9,.,-2,2,0,-2,-1,Cc1ccccc1N/N=C/c1c(C)nc2ccccn12
0.1,5,5,-1,1,-2,31*,COc1ccc(C(=O)N2CCN(C3CCCCC3)CC2)cc1OC
-2.4,-10[16.7 µM],0,-8,4,5,-4,COCC#Cc1cnc2c(c1)C(=O)N([C@H](C)CO)C[C@H](C)[C@@H](CN(C)C(=O)c1cccc(F)c1)O2
2.0,-4,1,0,1,.,.,COc1ccc(CCNC(=O)CSc2ccc(-c3ccncc3)nn2)cc1
0.3,.,0,0,-7,4,2,CN(C)CC(=O)N[C@H]1C=C[C@@H](CC(=O)NCc2ccc(Cl)cc2)O[C@@H]1CO
0.2,.,-4,-2,2,5,1,CCCn1c(=O)c2[nH]cnc2n(-c2ccccc2C)c1=O
0.8,2[16.7 µM],1,-1,-2,-5,?,C[C@@H]1CN([C@H](C)CO)C(=O)c2cccc(NS(=O)(=O)c3cccs3)c2O[C@@H]1CN(C)C(=O)NC1CCCCC1
-0.9,-10[16.7 µM],1,0,6,-2,0,COc1ccc(S(=O)(=O)Nc2ccc3c(c2)C(=O)N([C@H](C)CO)C[C@@H](C)[C@H](CN(C)C(=O)c2ccccc2)OCCCC[C@@H](C)O3)cc1
-0.5,.,0,-1,-19,4,9,Cc1ccc(S(=O)(=O)N2CCOCC2)cc1C(=O)NC1CCSc2ccccc21 (configuration not stated)
0.6,6[16.7 µM],10,2,-4,1,1,C[C@H]1CN([C@@H](C)CO)S(=O)(=O)c2ccc(C#CC(C)(C)O)cc2O[C@@H]1CN(C)CC1CC1
-0.2,.,1,0,5,-1,-2,Cc1ccc(S(=O)(=O)N2CCCCC2)cc1NC(=O)COC(=O)c1ccccc1F
-3.5,.,1,1,2,2,3,C=CCn1c(SCC(=O)NCC2CCCO2)nc2sc(CC)cc2c1=O (configuration not stated)
-0.9,-1,-10,-61,-5,3,-1,CC1=Nc2cc(C(=O)NCCCN3CCN(C)CC3)ccc2Sc2ccc(C)cc21
-1.4,.,0,0,-4,-1,9,C=CCN1C(=O)[C@]2(O[C@H](CCn3cc(CCO)nn3)[C@@H]([Si](C)(C)c3ccc(OC)cc3)[C@@H]2C)c2cc(N3C(=O)c4cccc5cccc3c45)ccc21
3.9,-12,-4,3,4,4,-4,C/C(=N\Nc1nc2ccccc2s1)c1cccs1
0.0,6,0,-1,0,-2,8,CNC(=S)N(CCc1c(C)[nH]c2ccc(C)cc12)Cc1ccco1
0.4&0.8,24[16.7 µM],1,-2&-1,6&2,2,1&1,Cc1ccc(S(=O)(=O)N(C)C[C@H]2Oc3ccc(NC(=O)C4CCCCC4)cc3C(=O)N([C@H](C)CO)C[C@H]2C)cc1
1.2,.,1,2,4,1,-5,O=C(OCc1nnc(-c2ccccc2)o1)c1cc2ccccc2cc1O
1.8,.,.,1,4,0,-2,Clc1cccc(OCc2nc(-c3ccncc3)no2)c1
-3.0,-7,-3,-4,-6,6,0,Cc1nn(CC(=O)Nc2cccc(Cl)c2)c(=O)c2cc(-c3ccccc3)nn12
-0.1,.,5,-2,-12,8,0,CN(Cc1cn(C)nc1-c1ccccc1F)C1CCOC1 (configuration not stated)
-2.0,-3[16.7 µM],-5,2,-4,4,-8,C/C=C/c1cnc2c(c1)C(=O)N([C@@H](C)CO)C[C@H](C)[C@H](CN(C)C(=O)c1ccc3c(c1)OCO3)O2
-0.9,-3,-3,1,-8,-5,1,CN(C)S(=O)(=O)c1ccc(Cl)c(NC(=O)COC(=O)CCC(=O)c2cccs2)c1
1.2,.,2,4,-2,-3,-8,Cc1cc(/C=N/NC(=O)c2ccsc2)c(C)n1-c1cnccn1
-1.4,.,2,1,-2,-5,5,COc1ccc(CCCC(=O)N/N=C/c2ccccc2OC)cc1
1.7,-3,.,2,-2,4,-7,O=C(COC(=O)CNC(=O)c1ccccc1Cl)NC1CCCC1
2.1,.,3,1,1,-1,2,COc1ccc(S(=O)(=O)N[C@H]2CC[C@@H](CC(=O)N3CCc4ccccc4C3)O[C@@H]2CO)cc1
-1.1,4,0,-1,2,-4,-4,CC(Oc1ccccc1)C(=O)N(CCC1=CCCCC1)c1c(N)n(Cc2ccccc2)c(=O)[nH]c1=O (configuration not stated)
0.2,-5[16.7 µM],3,6,-1,0,10,CC(C)NC(=O)N(C)C[C@H]1OCCCC[C@@H](C)Oc2ccc(NC(=O)c3ccccc3)cc2C(=O)N([C@H](C)CO)C[C@H]1C
4.5,-6,-3,3,3,2,12,O=C(Nc1ccc(F)cc1)C(=O)c1cn(CC(=O)N2CCOCC2)c2ccccc12

2 entries from above in another layout.
> COc1ccc(CCCC(=O)N/N=C/c2ccccc2OC)cc1
- F508del corr = -1.4
- miR-122 sensor = .
- SIRT5 inh = 2
- CASP6 VEID inh = 1
- ERp5 block = -2
- ERAP1 HTS inh = -5
- DENV2 CPE rescue = 5
> CN(C)S(=O)(=O)c1ccc(Cl)c(NC(=O)COC(=O)CCC(=O)c2cccs2)c1
- F508del corr = -0.9
- miR-122 sensor = -3
- SIRT5 inh = -3
- CASP6 VEID inh = 1
- ERp5 block = -8
- ERAP1 HTS inh = -5
- DENV2 CPE rescue = 1

(further entries)
F508del corr,miR-122 sensor,SIRT5 inh,CASP6 VEID inh,ERp5 block,ERAP1 HTS inh,DENV2 CPE rescue,Compound
3.1,4,19*,-1,-11,-3,4,COc1cccc(CN2CC(C(=O)N(C)CC3CCOCC3)CCC2=O)c1 (configuration not stated)
9.3*,8,-2,-1,12,-3,6,COc1ccc(NC(=O)C(=O)c2cn(CC(=O)N3CCCC3)c3ccccc23)cc1OC
3.9,-2,1,6,5,2,1,COc1ccc(OC)c(NC(=O)C2(C)CCN2C(=O)CCC2CCCC2)c1 (configuration not stated)
.,.,-1,0,19,2,.,O=c1ccccn1Cc1ccccc1F
0.6,.,-4,-8,-12,13,0,Cc1cccc(NC(=S)N(CCCN(C)C)Cc2cc3cc4c(cc3[nH]c2=O)OCO4)c1
1.2,-11,-5,-5,0,-1,-15,CCN1C(=O)N[C@H](c2ccccc2)C(C(C)=O)=C1C
-1.1,.,-4,0,4,3,2,Cc1cccc(C(=O)NNC(=O)C2CC2)c1
.,-8,0,3,-1,-1,.,Cc1cc(C)cc(Nc2cnn(C34CC5CC(CC(CC(=O)O)(C5)C3)C4)c(=O)c2Cl)c1
0.5,-4,-1,-1,-7,-2,5,CC(C)c1cc(C(=O)NC2CCCCCC2)c2ccccc2n1
-0.2,.,-4,8,3,0,8,CO[C@@H]1CN(C)C(=O)c2cc(NC(=O)NC(C)C)ccc2OC[C@H](C)N(CC2CC2)C[C@@H]1C
-3.8,-8,2,-1,0,-2,0,CCOc1ccc(S(=O)(=O)N(CC(=O)N2CCC(C(N)=O)CC2)c2ccc(F)cc2)cc1
3.4,9,5,.,-1,1,2,O=C1Nc2cc(C(=O)NCC3CCCO3)ccc2S/C1=C/c1ccccc1F (configuration not stated)

3 compounds already listed, sorted by the number in miR-122 sensor, largest number first:
F508del corr,miR-122 sensor,SIRT5 inh,CASP6 VEID inh,ERp5 block,ERAP1 HTS inh,DENV2 CPE rescue,Compound
3.4,9,5,.,-1,1,2,O=C1Nc2cc(C(=O)NCC3CCCO3)ccc2S/C1=C/c1ccccc1F (configuration not stated)
3.9,-2,1,6,5,2,1,COc1ccc(OC)c(NC(=O)C2(C)CCN2C(=O)CCC2CCCC2)c1 (configuration not stated)
0.5,-4,-1,-1,-7,-2,5,CC(C)c1cc(C(=O)NC2CCCCCC2)c2ccccc2n1

Next part
F508del corr,miR-122 sensor,SIRT5 inh,CASP6 VEID inh,ERp5 block,ERAP1 HTS inh,DENV2 CPE rescue,Compound
-3.6,-2,1,-1,3,0,-4,Cc1ccccc1OCC(=O)OCC(=O)NC1CC1
-0.4,-8[16.7 µM],1,1,-2,0,24*,CN(C)CC(=O)N[C@@H]1CC[C@@H](CCn2cc(C3CCCCC3)nn2)O[C@H]1CO
4.4,2,0,-2,5,-4,-7,COc1cc2c(cc1OC)[C@H](C)N(C(=O)COc1ccccc1)CC2
-2.9,82,.,6,4,.,1,COC(=O)c1cc(S(=O)(=O)Nc2cccc(OC)c2)cn1C
1.6,28[16.7 µM],-2,-3,1,4,5,C[C@@H]1CCCCO[C@H](CN(C)S(=O)(=O)c2ccc(Cl)cc2)[C@@H](C)CN([C@H](C)CO)C(=O)c2cc(NS(=O)(=O)c3ccccc3)ccc2O1
2.3,.,-3,-1,6,-2,2,Cc1ccccc1NC(=O)Cc1nc(COC(=O)CNS(=O)(=O)c2cccc(Br)c2)cs1
